FEN1 inh – human FEN1 inhibition; Potency, µM (series often up to 114 µM), for the others: at the top dose activity change, negative = inhibition, most hits filed as inhibitors; Recombinant FEN1 flap cleavage, fluorescence, 15 min; hit rate 0.35% among 390,000; AID 588795; P39748; note: nearly all actives have a fitted effect of over 65% in size
Target sequence (P39748 whole entry, looked up): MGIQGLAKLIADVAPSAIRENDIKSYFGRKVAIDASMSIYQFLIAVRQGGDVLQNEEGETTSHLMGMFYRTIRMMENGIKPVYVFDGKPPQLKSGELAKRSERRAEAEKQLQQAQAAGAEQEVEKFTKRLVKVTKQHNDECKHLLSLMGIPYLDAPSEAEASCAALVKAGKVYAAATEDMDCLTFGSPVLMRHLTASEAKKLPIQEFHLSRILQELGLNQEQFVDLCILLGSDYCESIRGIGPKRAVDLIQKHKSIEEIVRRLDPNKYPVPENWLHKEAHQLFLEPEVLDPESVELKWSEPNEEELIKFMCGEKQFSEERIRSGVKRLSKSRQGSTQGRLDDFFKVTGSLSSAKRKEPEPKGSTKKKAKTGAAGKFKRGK
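Compounds are tested as a concentration series against 10 nM FEN1; after a 15 min room-temperature preincubation, 50 nM substrate starts cleavage, with plate reads at 0 and 15 min. Normalized responses are fitted by a Hill equation.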
TDP1 cell CPT – growth inhibition of DT40 Tdp1-/-;hTDP1 cells with camptothecin (screen for TDP1 inhibitors). AID 686979. Potency, µM (titrated, usually from 46.2 µM), for the others: at the highest dose activity change, negative = growth inhibition, actives largely listed as inhibitors. hit rate 12% among 420,000. chicken DT40 Tdp1-/-;hTDP1 cells + 20 nM CPT, ATP luminescence, 48 h; note: nearly all actives have a fitted effect of over 55% in size
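Chicken DT40 Tdp1-/- cells complemented with human TDP1, 400 cells/well, exposed to compounds plus 20 nM camptothecin for at least 48 h at 37 C; viability read as ATP content by CellTiter-Glo luminescence.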
N370S GC mod – inhibitors or activators of N370S glucocerebrosidase for Gaucher disease; N370S GC spleen homogenate, 4MU-glucoside fluorescence; Potency, µM (series often up to 59.4 µM), without a hit: at the highest dose activity change, negative = inhibition, hits mostly inhibitors; hit rate 0.092% among 330,000; AID 2101;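 note: 0% = full enzyme activity and -100% = no enzyme basal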
An asterisk follows results filed as active; ? = inconclusive; · = no result given; & = joins results of further samples; ! = not confirmed by another sample; [ ] = dose if it differs, or a comment. Calls come from the whole dose curve; as a rule, active = well fitted curve in the direction sought with a large enough effect; inconclusive = small, poorly fitted or top-dose-only effect, or another doubt; inactive = no such curve, though single readings can be large; an effect the other way counts as inactive or inconclusive. Unless noted, % is set by controls: 0 for no effect and ±100 for the full control effect; potency is the fitted concentration of half-maximal effect. Not all compounds are listed (hit frequency here may not be typical).

SMILES	FEN1 inh	TDP1 cell CPT	N370S GC mod
CSc1ccc(CCNC(=O)CCc2c(C)nc3c(-c4ccccc4)c(C)nn3c2C)cc1	10%	?	·
COc1ccccc1NC(=O)Cn1nnc(-c2ccccc2NC(=O)c2ccco2)n1	-15%	-14%	4%
Cc1[nH]nc2c1C1(CCOC1C)C(C#N)=C(N)O2 (configuration not stated)	-7%	1%	4%
COc1ccc(NC(=O)CSc2nc3ccc(OC)cc3[nH]2)cc1	-18%	-7%	22%
O=C1c2ccccc2S(=O)(=O)c2cc(C(=O)N3CCC(N4CCCC4)CC3)ccc21	12%	-15%	·
Cc1ccc[n+](CC(=O)Nc2ccc(N(C)C)cc2)c1	5%	-10%	9%
Cc1ccc(S(=O)(=O)N2CCN(c3nc(-c4ncco4)nc4ccccc34)CC2)cc1	-19%	11µM*	·
COc1ccc(N(C(=O)C(C)C)S(=O)(=O)c2cccc3cccnc23)cc1	-2%	?	2%
Cc1cc(C)cc(NC(=O)CN2CCc3ccccc3C2)c1	-1%	-31%	6%
CCCCCCCCCCCCCCC[C@@H](O)[C@H](CO)NC(=O)CCCCCCC	·	?	0%&0%
CS(=O)(=O)N(CC(=O)N1CCc2ccccc2C1)c1ccc(Cl)cc1F	-9%	-2%	-2%
CC(C)c1nnc(NC(=O)CCC(=O)NCc2ccc3c(c2)OCO3)s1	10%	0%	2%

Brought forward from above: five compounds; new compounds follow.
SMILES	FEN1 inh	TDP1 cell CPT	N370S GC mod
COc1ccc(N(C(=O)C(C)C)S(=O)(=O)c2cccc3cccnc23)cc1	-2%	?	2%
Cc1cc(C)cc(NC(=O)CN2CCc3ccccc3C2)c1	-1%	-31%	6%
CCCCCCCCCCCCCCC[C@@H](O)[C@H](CO)NC(=O)CCCCCCC	·	?	0%&0%
CS(=O)(=O)N(CC(=O)N1CCc2ccccc2C1)c1ccc(Cl)cc1F	-9%	-2%	-2%
CC(C)c1nnc(NC(=O)CCC(=O)NCc2ccc3c(c2)OCO3)s1	10%	0%	2%
O=C(CC1C[C@H](C(=O)N2CCCCC2)[C@@]2(CCc3ccccc3)c3[nH]c4ccccc4c3CCN2C1=O)NCCCn1ccnc1 (some centres not stated)	-23%	?	·
CC1=CN2C(=N)/C(=C\c3cn(CCCOc4ccccc4)c4ccccc34)C(=O)N=C2S1	-8%	15µM*	5%
Cc1ccc(S(=O)(=O)N(CCO)c2cc3c(s2)CCCC3)cc1	9%	?	6%
COc1ccc(/C=C(/NC(=O)c2ccco2)C(=O)N2CCc3ccccc32)cc1OC	-16%	8%	-4%
CC(=O)C1=C(O)CCC1=N	7%	7%	?
O=C(O)c1ccc(N2C(=O)CC(N3CCC(c4nc5ccccc5[nH]4)CC3)C2=O)cc1 (configuration not stated)	-7%	4%	0%
O=C(NC1=NCCS1)c1cccs1	3%	0%	9%
CCOC(=O)C1=CN(Cc2ccco2)S(=O)(=O)N(CC)C1c1ccc(C(F)(F)F)cc1 (configuration not stated)	-16%	23µM*	·
COc1ccc(CCNC(=O)c2ccc(-c3ccc([N+](=O)[O-])cc3Cl)o2)cc1OC	-15%	7.3µM*	-3%
O=C(CN1CCC(NC(=O)c2ccccc2)CC1)NCc1ccccc1F	-9%	4%	3%
CCCCn1c(N)c(N(C)C(=O)c2ccc(-n3cccn3)cc2)c(=O)[nH]c1=O	-2%	6%	·
COC(=O)CN1C(=O)[C@@H]2[C@H](C1=O)[C@@H]1CC(C(=O)OC)=C[C@@H](C(=O)OC)C3C1=C(C(=O)[C@@]3(C)NC(=O)c1ccccc1)[C@@H]2C (some centres not stated)	-10%	·	-4%
Cc1ccccc1NC(=O)COC(=O)c1ccc2c(c1)OCCO2	13%	-1%	-4%
O=C(CSc1nnc(COc2ccccc2)o1)N1CCCCC1	15%	-2%	-10%
O=C(Cc1ccccc1)Nc1cc2c(cc1Cl)OCCCO2	-3%	21%	3%
CNC(=O)c1sc(-c2ccccn2)nc1C	-6%	4%	-1%
O=C(CS(=O)(=O)c1ccccc1)Nc1ccc(Br)cn1	0%	?	-4%
O=C(COc1ccc(Br)cc1CNCCc1ccccc1)NCc1ccccc1	-24%	12µM*	29%
O=C(/C=C/c1ccccc1)NNC(=O)c1cccs1	5%	5%	2%
COc1ccc2c(c1)[nH]c1c(=O)n(/N=C/c3ccc(OC)c(COc4ccccn4)c3)cnc12	4%	-18%	-5%
CCOc1ccc(S(=O)(=O)NCc2ccc3c(c2)OCO3)cc1C	12%	-1%	1%
CC1=Nc2ccccc2N=C(NC(=O)CSC(=S)N2CCN(C)CC2)C1c1ccccc1 (configuration not stated)	6%	?	?
CC(=O)N(c1ccccc1)c1ccc([N+](=O)[O-])cc1[N+](=O)[O-]	-6%	-26%	2%
COc1cc(C2C3=C(CC(C)(C)CC3=O)N(C)C3=C2C(=O)CC(C)(C)C3)ccc1O	13%	19%	-5%
COc1ccc(C(=O)N/N=C\c2ccc(OC)c(COc3ccccc3Br)c2)c(OC)c1	7%	23µM*	2%
Cc1ccccc1C(=O)N1CCC(n2nccc2NC(=O)CCOc2ccccc2)CC1	1%	?	-4%
NS(=O)(=O)c1ccc(CCNC(=O)CC(NC(=O)c2ccccc2Cl)c2ccccc2)cc1 (configuration not stated)	34%[activator]	-13%	6%
COc1cccc(N2CCN(CC(=O)C34CC5CC(CC(C5)C3)C4)CC2)c1	-11%	3%	-2%
CCN(C[C@H]1N[C@@](C)(C(=O)OC)[C@H]2C(=O)N(Cc3ccccc3)C(=O)[C@@H]12)C(=O)Nc1ccc(OC)cc1	2%	-6%	·
COc1ccc(-c2cn3c(n2)sc2cc(C(=O)Nc4ccc(C)c(C)c4)ccc23)cc1	5%	-28%	·
O=C(O)c1ccc(-n2cc(C(=O)c3ccccc3O)cn2)cc1	11%	-18%	1%
C=CCC[C@H](Cc1ccc(F)cc1)C(=O)OC[C@@H](Cc1c[nH]c2ccccc12)NC(=O)[C@H](CC=C)CC(=O)N(CCO)Cc1ccccc1	-7%	18µM*	·
O=C(O)/C(=C/c1ccc(Cl)c([N+](=O)[O-])c1)c1ccc(S(=O)(=O)N2CCCCC2)s1	-4%	11%	·
CC(C)N(C(=O)CSc1nc2ccccc2n1Cc1ccccc1F)C(C)C	-21%	16µM*	11%
CC(OC(=O)c1nsc(Cl)c1Cl)C(=O)NCc1ccc2c(c1)OCO2 (configuration not stated)	1%	7%	8%
Cc1c(NC(=O)C(C)C)cccc1-c1nc2ncccc2o1	9%	2%	-3%
Cc1cccc(NC(=O)NC(C)CCc2ccccc2)c1 (configuration not stated)	-22%	-18%	16%
Cc1ccc(Cl)cc1-n1c(=O)c2sc3ccccc3c2n(CC(=O)NC2CCCCC2)c1=O	?	?	·
CNC(=O)c1c(NC(=O)c2ccc(S(=O)(=O)N3CCCCC3C)cc2)sc2c1CCC2 (configuration not stated)	-15%	13µM*	·
Cc1c(C=O)c2ccccc2n1CC(=O)NC(C)c1ccccc1 (configuration not stated)	-4%	?	6%
CCc1ccc(CNC(=O)C2CCCN(c3nn4cc(-c5ccc(F)cc5)nc4s3)C2)cc1 (configuration not stated)	10%	16µM*	·
O=[N+]([O-])/C(C(Cl)=C(Cl)Cl)=C(\Sc1ccccc1)N1CCCCC1	-14%	18µM*	3%
CC(Oc1ccc(Br)cc1)C(=O)NCc1ccccn1 (configuration not stated)	9%	18%	-13%
c1ccc(CNc2ncnc3c2ncn3Cc2ccccc2)cc1	-23%	?	·
Cc1cc(C)n(C(=O)CCCn2cc([N+](=O)[O-])cn2)n1	-1%	10%	0%
Cc1cc(C(=O)N/N=C/c2cccc([N+](=O)[O-])c2)c2ccccc2n1	-1%	?	-1%
CC(=O)N1CCC(C(=O)NCCOc2ccc(C)cc2)CC1	3%	11%	0%
O=C(CCN1N=C(c2ccccc2)CCC1=O)NCC1COc2ccccc2O1 (configuration not stated)	-4%	-15%	-4%
COc1cc(NC(=S)N2CCCCC2C)cc(OC)c1OC (configuration not stated)	9%	6%	10%
CN(C)c1ccc(/C=N/n2cnn(Cc3ccccc3Cl)c2=S)cc1	3%	?	1%
Cc1ccc(-c2cc(C(=O)NCc3ccccn3)no2)cc1	-14%	-5%	13%
COc1cc(/C=C(\C#N)C(=O)c2ccc(O)c(O)c2)cc(I)c1O	3.5µM*	-9%	?
COCCn1c(=O)c(CCc2ccccc2)nc2cnc(N(C)C)nc21	·	10%	22%
O=C1N/C(=C/c2cccs2)C(=O)N1Cc1ccccc1F	-2%	-11%	9%
CC(=O)NC(Cc1ccccc1)C(=O)N1CCN(C(=O)c2ccco2)CC1 (configuration not stated)	3%	-6%	4%
CCC1(c2ccc(Cl)cc2)NC(=O)N(CC(=O)NCc2ccc(F)cc2)C1=O (configuration not stated)	-16%	?	5%
COc1cc2c(cc1OC)C(COc1cc(C)cc(C)c1)N(C(C)=O)CC2 (configuration not stated)	5%	?	-2%
CC1=C(C(=O)Nc2ccccc2)C(c2ccc(N(C)C)cc2)NC(=O)N1 (configuration not stated)	0%	0%	4%
Cc1cccn2c(CN3CCCC(c4ccccc4)C3)c(C(=O)N3CCOCC3)nc12 (configuration not stated)	1%	?	0%
CCOC(=O)c1sc(NC(=O)Cc2ccccc2OC)nc1C	-20%	-7%	-11%

Continued; the last 2 above are carried over.
SMILES	FEN1 inh	TDP1 cell CPT	N370S GC mod
Cc1cccn2c(CN3CCCC(c4ccccc4)C3)c(C(=O)N3CCOCC3)nc12 (configuration not stated)	1%	?	0%
CCOC(=O)c1sc(NC(=O)Cc2ccccc2OC)nc1C	-20%	-7%	-11%
Cc1ccc(OCc2nnc(SC3CCc4ccccc4C3=O)n2C)cc1 (configuration not stated)	-12%	?	-3%
CCOC(=O)C(C)(C)C(=O)C(C)(C)C(O)c1ccccn1 (configuration not stated)	4%	-3%	5%
Fc1ccc(N2CCN(c3ncnc4[nH]ncc34)CC2)cc1	-4%	-28%	·
Cc1cnc(C(=O)OCC(=O)N(Cc2ccccc2)C(C)(C)C)cn1	10%	1%	·
Clc1ccc(-n2ncc3c(NCc4ccccn4)ncnc32)cc1	-6%	-1%	0%
C[C@@H]1COC(=O)[C@H](Cc2ccc(F)cc2)CC/C=C/C[C@@H](CC(=O)N[C@H](CO)Cc2ccccc2)C(=O)N1	16%	?	·
O=C(CCc1c[nH]c2ccccc12)Nc1ccc(S(=O)(=O)Nc2ncccn2)cc1	4%	2%	3%
COc1ccccc1/C=C/c1nc2ccccc2o1	-5%	-15%	·
Cc1cccc(Nc2ccc([N+](=O)[O-])cc2C(=O)O)c1	1%	-4%	0%
O=C(Cc1n[nH]c(=O)[nH]c1=O)N/N=C/c1cccc(Cl)c1	-3%	0%	0%
CN(C)c1ccc(/C=[N+](\[O-])C2SC(=S)N(C)C2(C)C)cc1 (configuration not stated)	-1%	-17%	-8%
Cc1ccc2c(c1)N(CC(=O)Nc1ccccc1F)C(=O)C(C)O2 (configuration not stated)	-16%	-24%	·
COc1cccc(-c2ncc3ccccc3c2COC(=O)CCCC(=O)O)c1	1%	-27%	·
Cc1cccc(C(=O)OCC(=O)N2CCCCCC2)c1C	8%	?	·
CCN(CC)S(=O)(=O)c1ccc2oc(SCC3CN=C(c4ccc(OC)cc4)S3)nc2c1 (configuration not stated)	-5%	?	5%
CCCCOc1ccc(C(CC(=O)NC)C(=O)O)cc1 (configuration not stated)	5%	5%	0%
O=C(Nc1ccc(O)c(-c2nc3ccccc3o2)c1)c1sc2ccccc2c1Cl	12%	-10%	·
CCOC(=O)C1(Cc2ccccc2C(F)(F)F)CCN(C2CCSC2)CC1 (configuration not stated)	2%	?	?
COc1ccc(OC)c(S(=O)(=O)NCCS(=O)(=O)N2CCN(c3ccccc3)CC2)c1	10%&-11%	21µM*!	-8%
Cc1noc(C)c1C(=O)N1CCC2(CCCN(Cc3nccs3)C2)CC1	·	-23%	1%
CC1CCCCN1C(=O)CCNS(=O)(=O)c1ccc2c(c1)c(=O)n(C)c(=O)n2C (configuration not stated)	-7%	2%	-6%
O=C(NCc1ccccc1)c1c[nH]c2ccccc2c1=O	-9%	-22%	?
CN(C)/N=C/c1cc([N+](=O)[O-])ccc1O	11%	-23%	-5%
NC(=O)Cc1nc(-c2ccc(Br)cc2)cs1	3%	-9%	-13%
C=CCOCCN(CCOCC=C)C1=NS(=O)(=O)c2ccccc21	-16%	-11%	19%

Sorted by molecular weight (smallest number first): 3 of the compounds above
SMILES	FEN1 inh	TDP1 cell CPT	N370S GC mod
Cc1noc(C)c1C(=O)N1CCC2(CCCN(Cc3nccs3)C2)CC1	·	-23%	1%
CSc1ccc(CCNC(=O)CCc2c(C)nc3c(-c4ccccc4)c(C)nn3c2C)cc1	10%	?	·
Cc1ccc(Cl)cc1-n1c(=O)c2sc3ccccc3c2n(CC(=O)NC2CCCCC2)c1=O	?	?	·
